Screens (PubChem)
PAFAH1B2 FP inh: inhibitors of human PAFAH1B2. P68402. recombinant PAFAH1B2, FP-rhodamine activity probe, fluorescence polarization. inhibition, % at 3.39 µM. 1.2% of 340,000 active. AID 492953;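 active means inhibition above the mean of all tested compounds plus 3 SD, cut at about 24% in these data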;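 further: 0% = enzyme with DMSO and 100% = wells lacking PAFAH1B2; many of its hits are not listed in these tables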
PREPL inhibitor: inhibitors of human prolyl oligopeptidase-like enzyme PREPL; recombinant PREPL, fluorescence polarization activity-based probe; inhibition, % at 5.96 µM; 0.68% of 320,000 active; AID 2751; in the data active means inhibition above about 43%;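 further: 0% = enzyme with DMSO and 100% = wells lacking enzyme; many of its hits are not listed in these tables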
PAFAH2 FP inh: PAFAH2 (human) inhibition. inhibition, % at 3.39 µM. 0.99% of 340,000 active. recombinant PAFAH2, FP-rhodamine activity probe, fluorescence polarization. AID 492956;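 active means inhibition above the mean over all tested compounds plus 3 SD, cut at about 30% in these data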;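 further: inhibitors block probe labeling of enzyme so polarization drops; 0% = enzyme with DMSO and 100% = wells lacking PAFAH2 protein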
GSTO1 counter: blocks human GSTO1 in RBBP9 counter-screen; P78417; recombinant GSTO1, activity-based probe fluorescence polarization; inhibition, % at 5.96 µM; 1.1% of 300,000 active;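 active means inhibition above the campaign mean inhibition plus 3 SD, cut at about 35% in these data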;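 further: 0% = GSTO1-1 with DMSO and 100% = wells lacking GSTO1-1 enzyme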
PAFAH1B3 FP inh: PAFAH1B3 (human) inhibition; Q15102; recombinant PAFAH1B3, FP-rhodamine probe, fluorescence polarization; inhibition, % at 3.39 µM; 0.28% of 340,000 active; AID 492972;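 active means inhibition above the screen-wide average of all tested compounds plus 3 SD, cut at about 25% in these data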;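 further: 0% = enzyme with DMSO only and 100% = wells lacking PAFAH1B3 protein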
LYPLA2 inh: blocks human lysophospholipase 2, a PME1 counter-screen | O95372 | recombinant LYPLA2, FP-Rh probe fluorescence polarization | inhibition, % at 5.9 µM | 0.38% of 320,000 active;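 active means inhibition above the screen-wide mean plus 3 SD, limit set per campaign, cut at about 26% in these data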;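 further: 0% = LYPLA2 with DMSO and 100% = wells lacking LYPLA2 enzyme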
LYPLA1 inh: counter-screen for PME1 inhibitors: inhibitors of human LYPLA1; 0.16% of 320,000 active; inhibition, % at 5.9 µM; recombinant LYPLA1, FP-Rh probe fluorescence polarization; O75608;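 active means inhibition above the mean of all tested compounds plus 3 SD, set per campaign, cut at about 14% in these data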;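 further: inhibitors block serine hydrolase probe labeling of LYPLA1 so polarization falls; 0% = enzyme with DMSO and 100% = wells lacking LYPLA1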
pPAFAH inh: pPAFAH (human) enzyme inhibition. Q13093. AID 463082. 1.5% of 330,000 active. recombinant pPAFAH, FP-rhodamine probe fluorescence polarization. inhibition, % at 3.39 µM;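 active means inhibition above the mean inhibition across the screen plus 3 SD, cut at about 25% in these data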;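 further: inhibitors block binding of the rhodamine activity-based probe so polarization drops; 0% = enzyme with DMSO and 100% = wells lacking pPAFAH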
Target sequence (Q13093 whole entry, looked up): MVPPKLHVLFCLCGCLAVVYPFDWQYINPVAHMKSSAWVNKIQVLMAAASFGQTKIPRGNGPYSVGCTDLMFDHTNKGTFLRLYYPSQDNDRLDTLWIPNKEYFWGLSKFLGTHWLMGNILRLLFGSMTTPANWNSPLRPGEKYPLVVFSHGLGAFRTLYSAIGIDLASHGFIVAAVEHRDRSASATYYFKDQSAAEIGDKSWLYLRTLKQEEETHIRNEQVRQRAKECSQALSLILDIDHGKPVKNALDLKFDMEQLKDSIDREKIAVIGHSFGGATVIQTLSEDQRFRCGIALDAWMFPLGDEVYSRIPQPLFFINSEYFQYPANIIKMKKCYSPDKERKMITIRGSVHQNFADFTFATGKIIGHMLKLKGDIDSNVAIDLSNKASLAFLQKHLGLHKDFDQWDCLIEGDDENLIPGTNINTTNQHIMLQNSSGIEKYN
PAD4 inh: inhibitors of human PAD4. recombinant PAD4, RCA probe fluorescence polarization. 0.41% of 330,000 active. inhibition, % at 6.36 µM;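 active means percent inhibition above a cutoff equal to the mean of all tested compounds plus 3 SD, cut at about 15% in these data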;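 further: 0% = PAD4 with RCA probe and DMSO and 100% = probe without PAD4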
Target sequence (Q9UM07 whole entry, looked up): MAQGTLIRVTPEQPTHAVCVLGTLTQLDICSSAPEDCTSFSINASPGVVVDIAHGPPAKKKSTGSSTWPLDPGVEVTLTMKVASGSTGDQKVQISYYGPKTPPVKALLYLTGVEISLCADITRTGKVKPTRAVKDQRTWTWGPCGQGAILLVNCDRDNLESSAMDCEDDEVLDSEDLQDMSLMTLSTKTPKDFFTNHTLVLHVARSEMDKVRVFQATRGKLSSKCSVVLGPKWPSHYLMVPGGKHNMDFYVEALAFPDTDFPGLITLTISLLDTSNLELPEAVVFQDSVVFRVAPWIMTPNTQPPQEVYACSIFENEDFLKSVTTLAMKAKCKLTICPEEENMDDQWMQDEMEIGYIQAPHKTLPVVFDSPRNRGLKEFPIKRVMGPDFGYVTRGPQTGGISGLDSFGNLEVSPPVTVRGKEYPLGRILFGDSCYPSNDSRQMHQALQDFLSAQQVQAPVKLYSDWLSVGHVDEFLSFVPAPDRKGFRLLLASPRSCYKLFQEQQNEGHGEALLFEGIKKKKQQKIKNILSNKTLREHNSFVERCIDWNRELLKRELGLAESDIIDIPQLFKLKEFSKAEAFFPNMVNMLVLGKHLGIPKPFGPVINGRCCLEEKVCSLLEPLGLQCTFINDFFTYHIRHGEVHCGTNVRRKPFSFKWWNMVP
The depositor's hits bear a star; / = not tested or not shown. An excerpt; count on the stated rates, not on these rows.

SMILES	PAFAH1B2 FP inh	PREPL inhibitor	PAFAH2 FP inh	GSTO1 counter	PAFAH1B3 FP inh	LYPLA2 inh	LYPLA1 inh	pPAFAH inh	PAD4 inh
CC(=O)CCC(=O)NC1CCCc2c1cnn2-c1ccc(C(C)(C)C)cc1 (centres undefined)	1	-4	0	-3	7	-4	-2	9	-7
COC(=O)c1cc(S(=O)(=O)N2c3ccccc3CC2C)c[nH]1 (centres undefined)	1	-5	3	-8	1	-5	-2	-5	2
Fc1ccc(NC(=S)Nc2nccs2)cc1	3	-2	3	21	9	10	-1	4	-6
Cc1nnc(SCC(=O)NN2C(=O)NC3(CCCCC3)C2=O)s1	-1	7	-1	-7	0	3	7	1	2
CCCCc1ccc(NC(=O)c2c(C)noc2C)cc1	-1	3	1	-2	9	5	-3	1	1
C[C@H](CO)N1C[C@H](C)[C@@H](CN(C)C(=O)NC2CCCCC2)Oc2ccc(NC(=O)Nc3ccc(C(F)(F)F)cc3)cc2C1=O	-4	13	-20	/	1	/	/	-4	-1
CCc1nnc(NC(=O)c2cc(S(=O)(=O)N3CCN(c4ccccc4)CC3)ccc2Cl)s1	8	-19	3	-6	-8	-4	4	5	-1
Cc1cc(C)cc(NC(=O)CN(Cc2ccccc2)S(C)(=O)=O)c1	-1	4	3	9	3	0	-3	-3	3
CC1CCCC(NC(=O)COC(=O)c2ccc3ccccc3n2)C1C (centres undefined)	8	3	11	4	8	8	-2	17	-4
Brc1cc(Br)c2nc3c(cc2c1)CCC3	2	0	2	-5	10	2	1	10	-4
CCOC(=O)CSc1nnc(SCCN2C(=O)c3ccccc3C2=O)s1	-4	4	-2	18	-1	-1	-4	5	1
CC1(C)C(=O)NCCN1C(=O)CCCC(=O)O	-5	17	1	12	6	2	-1	-5	1
C=CCNC(=O)/C(=C/c1ccccc1OCC)NC(=O)c1ccccc1	5	10	0	1	7	5	3	-2	4
CC1(C)CC(=O)C2=C(C1)N=C1c3ccccc3C(=O)C1C2c1ccc(Cl)cc1 (centres undefined)	8	39	6	-2	7	-6	-11	20	2
CCOC(=O)c1ccc(Oc2cn[nH]c2-c2ccc(O)cc2O)cc1	4	2	-6	0	7	-12	-7	14	2
CC(C)C(=O)N1CCN(c2ccccc2NC(=S)NC(=O)c2cccs2)CC1	2	0	1	-1	13	-4	-4	4	0
O=C(COC(=O)CCc1c[nH]c2ccccc12)NCc1ccccc1	-2	-2	6	-1	5	5	4	18	-4
CCS(=O)(=O)n1nc(-c2ccc(Cl)cc2)nc1N	2	-12	9	-3	7	7	5	-4	-1
COc1ccc(C2=C/C(=C\c3cccc(OC(C)=O)c3)C(=O)O2)cc1	-2	3	-3	4	1	9	2	8	-3
CCN(CC)CCCN(C(=O)c1ccc(Br)cc1)c1nc(-c2ccc(OC)cc2)cs1	-1	-10	-1	5	6	0	-3	6	-1
CCC(C)C(NC(=O)C(C)NC(=O)CNC(=O)OC(C)(C)C)C(N)=O (centres undefined)	5	11	6	7	4	-3	2	-6	-4
O=C(COC(=O)Cc1c(F)cccc1Cl)Nc1nnc(-c2ccccc2)o1	7	-3	3	16	6	4	4	6	-1
O=S(=O)(NCCSCc1ccc(Cl)cc1Cl)c1ccc2c(c1)OCCO2	22	-64	-13	30	0	-16	-15	15	5
Cc1ccc(-n2c(C)csc2=N)cc1	-1	7	-7	2	10	1	1	4	-2
CCOc1ccc(C(=O)n2cc(C(=O)OC)c3ccccc32)cc1	1	-1	16	-10	4	-8	-3	1	-7

Continued:
SMILES	PAFAH1B2 FP inh	PREPL inhibitor	PAFAH2 FP inh	GSTO1 counter	PAFAH1B3 FP inh	LYPLA2 inh	LYPLA1 inh	pPAFAH inh	PAD4 inh
Clc1cccc(Cl)c1Cn1cnc2c(N3CCCCCC3)ncnc21	1	2	-2	-4	12	6	0	9	-3
O=C(O)c1cccc(NS(=O)(=O)c2ccc(Oc3ccc(S(=O)(=O)Nc4cccc(C(=O)O)c4)cc3)cc2)c1	7	4	-7	-4	5	3	1	10	6
CN(C(=O)CSc1nnc(-c2c[nH]c3ccccc23)n1C1CC1)C1CCS(=O)(=O)C1 (centres undefined)	2	4	-3	/	8	-6	-5	1	-1
NC(=O)C1=C[C@@H](c2csc3ccccc23)C[C@@H](OCCCCO)O1	6	27	-4	9	0	9	4	2	0
O=C(Nc1ccccc1N1CCCCC1)c1cccc(Cl)c1	6	1	3	-4	11	-1	-1	8	-2
COc1ccc(C(=O)OCCNC(=O)c2ccncc2)cc1OC	-1	-2	3	6	5	-6	-2	3	1
c1cnn(-c2cc(N3CCOCC3)ncn2)c1	-1	1	4	6	-3	-3	-5	2	2
N#CCc1nnc2n1-c1ccccc1CCC2	2	14	0	-2	13	-4	0	1	-4
Cc1ccc(C(CNS(=O)(=O)c2ccc(C)cc2)N2CCN(C)CC2)cc1 (centres undefined)	4	-24	-5	12	5	1	2	6	-1
CN(Cc1cccc(F)c1)C(=O)CNS(=O)(=O)c1ccc2ccccc2c1	5	-36	-9	1	6	5	-4	6	0
O=C(C1CCCN1S(=O)(=O)c1ccc(Cl)c(Cl)c1)N1CCCCC1 (centres undefined)	1	8	6	-4	2	1	-3	-4	-3
CCSc1nc(C)c(C(C)=O)cc1C#N	3	5	2	1	4	1	0	-1	-2
Cc1onc(-c2c(F)cccc2Cl)c1C(=O)N1CCN(c2ncc(Br)cn2)CC1	4	-31	6	-8	-2	-1	1	0	-1
CN(C)c1ccc(C(=S)N2CCCCC2)cc1	2	3	1	4	0	-1	-3	4	0
CN(C)/C=C(/C(=O)c1ccc(Cl)cc1)n1cncn1	-3	5	-5	-2	6	0	0	-3	-2
COc1ccc(CNC(=O)CCS(=O)(=O)c2ccc3c(c2)CC(C)N3C(=O)C2CC2)cc1 (centres undefined)	4	-6	-2	-1	8	5	6	5	-5
O=C(CC12CC3CC(CC(C3)C1)C2)Nc1c(F)cccc1F	13	0	4	2	12	3	-3	5	3
Cn1nccc1C(=O)Oc1cccc(/C=N/NC(=O)c2ccccc2O)c1	0	12	6	2	-1	11	5	5	1
O=C(O)CCn1c(=O)oc2cc(S(=O)(=O)N3CCCC3)ccc21	7	-4	0	/	16	/	/	-10	-3
O=C(N/N=C/c1ccc(-c2ccccc2Cl)o1)c1ccccc1	1	13	1	3	1	0	-12	5	-2
COC(=O)c1cc(Br)c(=O)n(CCc2ccccc2)c1	-2	-13	0	7	6	12	1	5	5
CCCCCC(=O)Nc1cccc(-c2nc3ncccc3o2)c1	5	-8	0	9	3	-3	-2	-1	6
Nc1cc(Cl)ccc1C(=O)OCC(=O)N1CCOCC1	3	5	2	-7	7	1	3	-5	-9
Cc1ncc(CO)c(/C=N/NC(=S)Nc2ccc(Cl)c(Cl)c2)c1O	7	25	17	-9	14	0	-7	24	2
O=C(COC(=O)/C=C/c1cccc(Cl)c1)Nc1cccc(S(=O)(=O)NC2=NCCC2)c1	1	17	25	/	-2	2	-6	0	-5

Further results follow.
SMILES	PAFAH1B2 FP inh	PREPL inhibitor	PAFAH2 FP inh	GSTO1 counter	PAFAH1B3 FP inh	LYPLA2 inh	LYPLA1 inh	pPAFAH inh	PAD4 inh
CCn1c(SCC(=O)N2CCCc3ccccc32)nc2c1c(=O)n(C)c(=O)n2C	1	1	-1	10	-12	1	1	-2	-1
Cc1ccc(S(=O)(=O)N/N=c2\sc3ccccc3n2C)cc1	0	-2	9	3	-5	1	2	-1	-3
CCN1CCN(c2c(Cl)cccc2NC(=O)c2ccc(Br)o2)CC1	0	-2	-8	-1	7	3	-3	2	0
COC(=O)c1ccc(C)c(NC(=O)c2ccc(Cn3cc([N+](=O)[O-])cn3)o2)c1	3	10	4	3	4	0	-1	4	2
Cc1nc2ccc(NC(=O)N3CCCCC3)cc2s1	-3	9	5	3	4	2	3	-3	-7
COc1ccccc1CC(=O)N1CCN(c2ccccc2)CC1	-1	16	-2	-2	-1	-3	-2	-5	0
NC(=O)C1CCCN1S(=O)(=O)c1ccc2ccccc2c1 (centres undefined)	-1	3	0	-1	8	-4	-5	0	-2
COc1ccc(C(=O)COC(=O)Cn2[nH]c(=O)c3ccccc3c2=O)c(OC)c1	-5	-13	-5	-5	0	3	2	7	-1
Cc1ccc(C2CC(=O)C=C(NCc3ccccc3)C2)cc1 (centres undefined)	5	-10	7	-3	3	4	5	1	-1
Cc1onc(-c2ccccc2)c1C(=O)Nc1ccc(S(=O)(=O)NC2=NCCCCC2)cc1	5	4	4	8	12	-1	0	-1	-2
COc1cc(NC(=O)CN2C(=O)NC(C)(CC(C)C)C2=O)cc(OC)c1 (centres undefined)	3	3	-4	3	-2	-1	2	1	-3
COc1ccc(-c2[nH]ncc2-c2cscn2)c(O)c1	/	1	/	-6	/	2	3	3	0
CCCNC(=O)c1[nH]c(C)c(C(=O)OCC)c1C	/	-7	/	0	/	0	0	2	2
O=C(COc1cccc2cccnc12)Nc1ccccc1	1	-9	6	-7	9	-7	1	-6	0
O=C(NC(=S)NCc1ccc(-c2nc3ccccc3s2)cc1)c1ccco1	-6	-10	-14	2	7	-16	-15	0	1
COc1ccccc1-c1nnc(SC(C)C(=O)O)n1-c1ccccc1 (centres undefined)	7	6	4	11	10	-1	-2	5	-1
O=C(COC(=O)c1ccco1)Nc1nc2c(F)c(F)c(F)cc2s1	1	6	11	-6	1	-20	-7	10	-3
Fc1ccc(C2CC(c3ccc(F)cc3)n3ncnc3N2)cc1 (centres undefined)	8	-31	3	0	1	12	4	-2	-5
CN(C)C(=O)CN1c2cccc3cccc(c23)S1(=O)=O	5	13	-6	-3	6	12	7	2	2
Cc1ccc(NC(=O)Cn2c([N+](=O)[O-])cnc2C)cc1Cl	4	23	-12	-4	11	57*	-2	0	-5
O=C(Nc1ccon1)c1ccc(S(=O)(=O)N2CCOCC2)cc1	3	4	0	7	10	-5	2	2	5
CCOC(=O)c1cnc(SC2CC(=O)N(c3ccccc3)C2=O)nc1N (centres undefined)	3	-2	-1	-2	4	-5	1	3	2
Cc1ccccc1CCNC(=O)C1CCC(=O)N(Cc2ccc(Cl)cc2)C1 (centres undefined)	7	8	-1	0	12	6	1	8	1
CCN(CC)CCN1C(=O)C(=O)/C(=C(/O)c2ccc(OC)cc2)C1c1ccco1 (centres undefined)	4	5	5	-10	2	6	-1	7	1
Cc1cccc(NC(=O)C(c2ccccc2Cl)N2CCOCC2)c1 (centres undefined)	-1	5	-11	6	9	2	0	-2	-4

Remaining list, next part:
SMILES	PAFAH1B2 FP inh	PREPL inhibitor	PAFAH2 FP inh	GSTO1 counter	PAFAH1B3 FP inh	LYPLA2 inh	LYPLA1 inh	pPAFAH inh	PAD4 inh
Cc1cc(NC(=O)COC(=O)CSCc2ccc(Cl)c(Cl)c2)no1	-1	18	7	-5	5	2	3	31*	-1
CCCN(CC(=O)Nc1ccccc1OC)C(=O)c1ccc2ncsc2c1	0	1	-4	/	4	3	2	3	-1
O=C(Cc1c(F)cccc1Cl)NCCCn1ccnc1	1	6	9	4	8	3	0	0	6
Cc1cc(C)c(NC(=O)CS)c(Cl)c1	-1	22	1	8	3	10	4	5	3
Cc1ccccc1OCCSc1nc2ccccc2n1CCC(=O)O	7	13	9	-7	14	6	3	-2	3
CCN(CC)C(=O)c1sc2nc(-c3ccccn3)[nH]c(=O)c2c1C	4	13	-5	3	3	0	0	4	1
Cc1cc(N)n2nc(-c3ccccc3)c(-c3ccccc3)c2n1	-1	9	0	4	9	7	-1	3	-1

Laid out differently: entries from further up.
SMILES | PAFAH1B2 FP inh | PREPL inhibitor | PAFAH2 FP inh | GSTO1 counter | PAFAH1B3 FP inh | LYPLA2 inh | LYPLA1 inh | pPAFAH inh | PAD4 inh
CCCN(CC(=O)Nc1ccccc1OC)C(=O)c1ccc2ncsc2c1 | 0 | 1 | -4 | / | 4 | 3 | 2 | 3 | -1
Cc1cc(C)c(NC(=O)CS)c(Cl)c1 | -1 | 22 | 1 | 8 | 3 | 10 | 4 | 5 | 3
